# Screening data as filed in PubChem.
# Nrf2 inh: blocks Nrf2 signaling; A549 ARE-Fluc reporter, luciferase luminescence, 18-24 h; Potency, µM (highest dose often 46 µM), for inactives: top-dose activity change, negative = inhibition, actives largely listed as inhibitors; hit rate 2.1% among 360,000; AID 504444; also: potency is read from the fitted curve at half-maximal effect; % is scaled to controls: 0 for no effect and ±100 for the full control effect; nearly all actives have a fitted effect of over 60% in size
#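 A549 ARE_Fluc cells, 5000/well, 5% FBS OPTI-MEM; compounds in dose-response, 18-24 h at 37 °C/5% CO2; CellTiter-Fluor viability read (Ex 405/Em 525), then BugLite luciferase luminescence = Nrf2 activity.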
# S2 tox: reduces viability in counter-screen for ATXN expression inhibitors; hit rate 0.49% among 400,000; Potency, µM (highest dose often 56.7 µM), most hits filed as cytotoxic; S2 cells (HEK-293 line with an ATXN2-luciferase reporter) viability, CellTiter-Fluor protease fluorescence, 24 h; also: potency is read from the fitted curve at half-maximal effect; nearly all actives have a fitted effect of over 40% in size
# EPAC2 agonist: agonists of human EPAC2 (RAPGEF4). Q8WZA2. Potency, µM (titrated, usually from 154 µM), inactives show top-dose activation, hits mostly activators. EPAC2 activation, biochemical qHTS; response scale: 100% = 6.5 mM cAMP response. hit rate 0.079% among 360,000. AID 720711; also: potency is read from the fitted curve at half-maximal effect; nearly all actives have a fitted effect of over 50% in size
# Target sequence (Q8WZA2 whole entry, looked up): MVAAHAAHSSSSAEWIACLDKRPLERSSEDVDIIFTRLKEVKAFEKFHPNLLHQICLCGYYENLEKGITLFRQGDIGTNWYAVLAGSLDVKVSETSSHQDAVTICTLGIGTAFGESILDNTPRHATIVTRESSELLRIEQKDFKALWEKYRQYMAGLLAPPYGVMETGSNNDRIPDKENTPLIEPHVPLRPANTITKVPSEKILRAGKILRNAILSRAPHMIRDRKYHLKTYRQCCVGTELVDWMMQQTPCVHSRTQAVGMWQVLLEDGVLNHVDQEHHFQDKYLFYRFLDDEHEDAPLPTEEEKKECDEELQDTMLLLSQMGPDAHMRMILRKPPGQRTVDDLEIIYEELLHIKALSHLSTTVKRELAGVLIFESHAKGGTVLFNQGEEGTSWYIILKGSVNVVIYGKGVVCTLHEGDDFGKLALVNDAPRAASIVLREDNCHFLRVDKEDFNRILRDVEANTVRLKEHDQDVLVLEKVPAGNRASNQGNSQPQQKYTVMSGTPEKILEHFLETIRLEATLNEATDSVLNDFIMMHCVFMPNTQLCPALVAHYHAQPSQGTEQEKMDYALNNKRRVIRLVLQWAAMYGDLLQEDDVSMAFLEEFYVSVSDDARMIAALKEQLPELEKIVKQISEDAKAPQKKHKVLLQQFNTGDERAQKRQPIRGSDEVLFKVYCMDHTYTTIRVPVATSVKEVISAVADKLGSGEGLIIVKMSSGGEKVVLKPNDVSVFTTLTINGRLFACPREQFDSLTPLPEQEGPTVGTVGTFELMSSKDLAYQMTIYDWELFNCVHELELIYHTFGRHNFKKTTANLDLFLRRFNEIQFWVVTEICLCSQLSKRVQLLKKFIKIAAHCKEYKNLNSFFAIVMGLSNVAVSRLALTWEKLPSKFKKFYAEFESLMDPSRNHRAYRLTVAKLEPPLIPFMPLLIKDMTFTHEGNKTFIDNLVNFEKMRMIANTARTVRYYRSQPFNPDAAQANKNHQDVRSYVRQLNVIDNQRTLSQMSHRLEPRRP
#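 EPAC2 (100 nM) mixed with Rap1B loaded with BODIPY-GDP (250 nM) plus 50 uM unlabeled GDP; compounds pinned in, 5 min RT, then read every 5 min for 30 min (ex 480, em 540 nm). Normalized to cAMP control.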
# Nrf2 activator: activates Nrf2 signaling; hit rate 0.31% among 410,000; AREc32 ARE-luciferase reporter (MCF7-derived line), luminescence, 24 h; Potency, µM (series often up to 46.1 µM), for inactives: at the top dose activation, usual class: activators; also: potency is read from the fitted curve at half-maximal effect; % of control where 0% means no effect; nearly all actives have a fitted effect of over 65% in size
#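 ARE-driven firefly luciferase activity in AREc32 cells measured after a 24 hr compound exposure at 37 deg C, using Steady-Glo reagent and a 30 min room-temperature hold.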
# ATXN2 expr inh: reduces ATXN2 reporter expression in HEK-293 cells; HEK-293 ATXN2-luciferase reporter, luminescence, 24 h; Potency, µM (highest dose often 57 µM), for inactives: at the highest dose activity change, negative = inhibition, usual class: inhibitors; hit rate 0.72% among 360,000; AID 1745845; also: potency is read from the fitted curve at half-maximal effect; % is scaled to controls: 0 for no effect and ±100 for the full control effect; nearly all actives have a fitted effect of over 55% in size
#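 qHTS (up to 57 uM final) was run with 24 h compound exposure of reporter cells at 37 °C. Each well was multiplexed: SteadyGlo luminescence measured ATXN2-luciferase expression after a fluorogenic Gly-Phe-AFC viability readout (25 uM final).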
# TGFb SMAD3 inh: inhibitors of TGF-b signaling | HepG2 CAGA-GFP TGF-b/SMAD3 reporter, GFP fluorescence, 18 h; TGF-beta stimulated, 500 pg/mL final | Potency, µM (series often up to 46.1 µM), for inactives: at the highest dose activity, negative = inhibition, hits mostly inhibitors | hit rate 1.2% among 410,000; also: potency is read from the fitted curve at half-maximal effect; % is scaled to controls: 0 for no effect and ±100 for the full control effect; nearly all actives have a fitted effect of over 65% in size
#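 Inhibition of TGF-beta-driven CAGA-GFP reporter expression in HEPG2 cells is measured by cellular GFP fluorescence after 18 h stimulation with 500 pg/mL recombinant TGF-beta in 1% FBS medium at 37 degrees C.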
# HepG2 tox: kills HepG2 cells in TGF-b inhibitor counter-screen; hit rate 0.76% among 410,000; HepG2 CAGA-GFP viability, ATP luminescence, 18 h; Potency, µM (top dose mostly 46.1 µM), for inactives: top-dose activity change, negative = cytotoxicity, hits mostly cytotoxic; also: potency is read from the fitted curve at half-maximal effect; some results filed as inactive show a strong effect at the top dose
#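 HepG2 CAGA-GFP cells (1000/well, DMEM with 1% FBS) received compound, then TGF-beta at 500 pg/mL final, and were incubated 18 hours at 37 degrees C. Viability was read by CellTiter-Glo luminescence. Media-only wells were set as complete cell-killing and DMSO as no toxicity.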
# IL2 activator: activators of IL-2; IL-2 activation reporter assay, cell-based qHTS; stimulated with anti-CD3/CD4/CD28 beads; in transgenic mouse T cells; activation, % (series mostly up to about 46 µM); hit rate 0.065% among 360,000; AID 652025; in the data active = activation above about 50%; inconclusive = mostly about 30% to 49%; also: 0% is about no effect
#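 Using fluorescent plate cytometry, EGFP and DsRed are detected in transgenic mouse T cells stimulated 18 h at 37 degrees C with antibody-coated beads after 60 min compound pretreatment.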
# A549 viability: kills or reduces viability of A549 cells in Nrf2 counter-screen | AID 504648 | A549 ARE-Fluc cells, CellTiter-Fluor viability, 18-24 h | hit rate 0.16% among 390,000 | Potency, µM (titrated, usually from 46 µM), inactives show at the highest dose activity change, negative = cytotoxicity, most hits filed as inhibitors; also: potency is read from the fitted curve at half-maximal effect; % is scaled to controls: 0 for no effect and ±100 for the full control effect
#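 Cytotoxicity counterscreen: CellTiter-Fluor fluorescence was measured in A549 ARE_Fluc cells after 18-24 h of compound exposure in a concentration series. The subsequent BugLite luminescent read reports ARE-luciferase activity.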
# * = called active by the depositor; i = inactive; ? = inconclusive; . = no result given; [ ] = another dose, or the depositor's remark. Unless noted, calls follow the shape of the dose curve; as a rule, active = well fitted curve in the direction sought with a large enough effect; inconclusive = small, poorly fitted or top-dose-only effect, or another doubt; inactive = no such curve, though single readings can be large; an effect the other way counts as inactive or inconclusive.
SMILES,Nrf2 inh,S2 tox,EPAC2 agonist,Nrf2 activator,ATXN2 expr inh,TGFb SMAD3 inh,HepG2 tox,IL2 activator,A549 viability
O=C(Nc1cccnc1)c1c(O)c2cccc3c2n(c1=O)CC3,?,i,?,2.9%,1%,4%,-17%,3.3,0%
Cc1cc(C(=O)Nn2c(-c3ccncc3)nc3ccccc3c2=O)ccc1[N+](=O)[O-],4%,i,2%,0.2%,6%,6%,10%,-0.1,-6%
Cc1cccc(OCC(=O)OCC(=O)N(CC(C)C)c2c(N)n(Cc3ccccc3)c(=O)[nH]c2=O)c1C,10%,i,-10%,-0.3%,-11%,17%,5%,-5.8,5%
O=C(Nc1cccc2nsnc12)c1ccc2c(c1)OCO2,?,i,6%,4.7%,13%,?,-29%,1.0,-1%
COc1ccc(CCN2C(=O)NC(NC(=O)CCc3ccccc3)(C(F)(F)F)C2=O)cc1OC (stereo not given),-12%,i,2%,0.9%,5%,-2%,9%,-3.0,-1%
Cc1cc(C(=O)COc2ccccc2C(N)=O)c(C)n1C1CC1,-10%,i,10%,4.1%,5%,-11%,-22%,0.3,-1%
O=C(COC(=O)c1ccc(O)cc1O)Nc1ccc2ccccc2c1,2%,?,9%,4.0%,.,?,-56%,-0.3,-1%
CCOc1ccccc1N1CCN(C(=O)CNC(=O)c2ccccc2F)CC1,?,i,11%,1.6%,19%,12%,5%,0.4,-11%
COc1ccc(NC(=O)CC2SC(=NCC3CCCO3)NC2=O)cc1 (stereo not given),-18%,i,14%,-0.2%,.,10%,7%,-1.5,-2%
Cc1ccc(-n2nnc(-c3nccs3)n2)cc1,?,i,-2%,-1.5%,?,-38%,-56%,0.2,0%
COc1ccc(C(=O)COC(=O)c2c(-c3ccccc3)noc2C)c(OC)c1,-11%,i,9%,-0.2%,-24%,23%,22%,-0.3,-2%
COc1ccc(CCNC(=O)CCCNC(=O)Cn2cnc3sc(C)c(C)c3c2=O)cc1OC,2%,i,-7%,0.3%,4%,3%,0%,-3.9,-3%
CCOC(=O)c1c(C)[nH]c(C)c1S(=O)(=O)N1CCN(c2cc(Cl)ccc2C)CC1,11%,.,.,-2.4%,.,?,-91%,.,9%
COc1c(N2C[C@@H]3CCCN[C@@H]3C2)c(F)cc2c(=O)c(C(=O)O)cn(C3CC3)c12,-13%,i,3%,-0.5%,?,9%,-1%,-0.2,-3%
Cn1c[n+](C)cc1/C=N/O,10%,i,1%,-0.2%,-1%,0%,3%,0.7,2%
COc1ccccc1-c1nc(SCC(=O)c2ccc(Cl)cc2)n[nH]1,-3%,i,.,-0.1%,3%,-1%,-50%,.,-7%
O=C(Cc1ccccc1)NCCc1cccc(Cl)c1,-1%,i,2%,-0.6%,22%,-3%,-9%,-3.9,1%
Cc1occc1C(=O)N/N=C/c1ccc(OCc2ccccc2)cc1,-3%,i,2%,-0.5%,26%,?,-34%,-0.6,-6%
Oc1c(N=Nc2ccccn2)ccc2ccccc12,?,10µM*,-11%,9.3%,7.9µM*,6.3µM*,-44%,-0.3,?
O=C(N/N=C/c1ccco1)C(O)C(O)C(=O)N/N=C/c1ccco1 (stereo not given),26%,i,4%,-0.5%,7%,-5%,0%,-0.2,2%

# An excerpt from above with just EPAC2 agonist, A549 viability and IL2 activator:
compound	EPAC2 agonist	A549 viability	IL2 activator
Cc1cc(C(=O)Nn2c(-c3ccncc3)nc3ccccc3c2=O)ccc1[N+](=O)[O-]	2%	-6%	-0.1
O=C(COC(=O)c1ccc(O)cc1O)Nc1ccc2ccccc2c1	9%	-1%	-0.3
Cc1cccc(OCC(=O)OCC(=O)N(CC(C)C)c2c(N)n(Cc3ccccc3)c(=O)[nH]c2=O)c1C	-10%	5%	-5.8

# Further results
SMILES,Nrf2 inh,S2 tox,EPAC2 agonist,Nrf2 activator,ATXN2 expr inh,TGFb SMAD3 inh,HepG2 tox,IL2 activator,A549 viability
CCOC(=O)N1CCN(c2cc(=O)n(C)c(=O)n2C)CC1,10%,i,-2%,0.7%,2%,15%,32%,-2.0,1%
COC(=O)c1ccc(C(=O)OC)c(NC(=O)CN2CCN(c3ccc(OC)cc3)CC2)c1,0%,i,-5%,-0.7%,-12%,-1%,0%,-0.1,-2%
Cc1ccc(NC(=O)CSc2nc3ccccc3c3nc(CCc4c(C)n[nH]c4C)nn23)cc1F,13µM*,?,-7%,-0.3%,-28%,-16%,-47%,0.3,?
CC(C)CC(=O)Nc1ccc(S(=O)(=O)NCc2ccco2)cc1,13%,i,-3%,2.7%,1%,?,-3%,-0.6,-7%
O=C(c1cc2c(=O)n3ccccc3nc2s1)N1CCOCC1,17%,i,-5%,6.3%,35%[activator],-4%,-20%,2.1,-3%
Cc1ccc(-c2nc(N3CCN(C)CC3)c3ccccc3n2)cc1,-5%,?,7%,14%,.,-8%,-39%,-0.2,14%
O=C1c2cccc3cccc(c23)N1Cc1ccc(F)cc1,3%,.,16%,8.9%,-19%[11.3 µM],-5%,-19%,0.1,0%
O=C(CCCn1cc([N+](=O)[O-])cn1)NCc1ccccc1,-8%,i,-3%,-0.5%,-10%,-9%,-6%,-4.5,-4%
Cc1ccc(-n2c(SCc3nc4ccccc4c(=O)[nH]3)nnc2-c2ccccc2O)cc1,4%,i,-1%,-0.2%,0%,0%,9%,1.5,1%
CCn1c(COc2ccc(Cl)cc2)nnc1SCc1ccc(C#N)cc1,?,i,-9%,3.0%,-6%,5%,-11%,-1.4,1%
Oc1ccc(Nc2nc(-c3cccs3)cs2)cc1,12%,i,5%,-0.1%,24%,-4%,-50%,-3.0,5%
CCOc1ccc(Nc2cc(C(=O)NCc3ccccc3Cl)c3ccccc3n2)cc1,6%,i,.,1.1%,5%,3%,-3%,.,1%
CCOC(=O)c1ccc(-n2c(CN3CCC(C(N)=O)CC3)nc3ccc([N+](=O)[O-])cc3c2=O)cc1,-16%,i,8%,2.4%,16%,-1%,-3%,-1.9,-8%
N#Cc1ccc(OS(=O)(=O)c2ccc(-c3ccon3)s2)cc1,?,i,6%,0.2%,-5%,3%,-4%,-2.6,-1%
CC1=C(C(=O)N(C)C)CC(CC(=O)NC(c2ccccc2)c2ccccc2)C(=O)N1CCC1=CCCCC1 (stereo not given),.,i,-2%,4.7%,6%,15%,-5%,1.0,.
COc1cccc(-c2csc(N3CCN(C(=O)Nc4ccccc4Cl)CC3)n2)c1,7%,i,5%,-0.9%,.,-17%,0%,-1.5,6%
O=C(Nc1ccccc1C(=O)Nc1ccccc1)c1ccco1,-5%,i,8%,18%,-4%,-9%,10%,0.3,-12%
CCn1c(=O)cc(NC2=NCC(C)CN2c2cccc(Cl)c2)n(C)c1=O (stereo not given),-18%,i,-3%,0.0%,5%,-6%,4%,-0.6,.
CCOC(=O)C1=NN(c2ccccc2C)C2=NC(C)=C(C(=O)OC)C(c3cccs3)N12 (stereo not given),3%,i,4%,0.1%,3%,-30%,-22%,-0.6,-14%
Cc1cccc(NC(=S)N2CCC(O)CC2)c1C,-2%,i,6%,-0.3%,15%,-8%,-10%,-1.8,-2%
Cc1nc2ccn(Cc3cccs3)c(=O)c2cc1C(=O)NCc1ccc(Cl)cc1,?,.,.,3.2%,.,?,-2%,.,-1%
Cc1cc(C)cc(OCCSc2nc(-c3ccc(C(C)(C)C)cc3)nc3cc(=O)[nH]n23)c1,-18%,i,.,-0.2%,5%,?,-22%,.,-6%
CN(C)c1ccc(C=Cc2ccnc3c(O)cccc23)cc1,.,i,0%,20%,.,22%,-19%,148*,.
CCC(C)[C@H]1CNCCN1CC1(c2ccccc2)CC1 (stereo not given in full),9%,i,1%,-0.9%,-1%,-7%,4%,-0.1,-2%
O=C(NCc1ccccc1Cl)C1CCN(S(=O)(=O)Cc2ccccc2)CC1,11%,i,.,-1.0%,9%,2%,4%,.,8%
CCC(C)NC(=O)c1cc(Cl)ccc1OC (stereo not given),-17%,i,2%,0.1%,-6%,6%,-6%,-5.3,0%
CCn1c(=O)cc(SCC(=O)N2CCC(C)CC2)c2ccccc21,-6%,i,3%,10%,36%,1%,-31%,3.0,-15%
Cc1oc(/N=C/c2ccccc2O)c(C#N)c1C,11%,i,-8%,2.4%,3%,-20%,18%,7.5,-2%
O=C(COC(=O)C1CC(O)CN1S(=O)(=O)c1ccccc1[N+](=O)[O-])c1ccc[nH]1 (stereo not given),7%,i,13%,0.5%,-2%,-2%,7%,0.5,2%
Cc1nn(CC(=O)NCc2ccc(C(=O)O)cc2)c(C)c1[N+](=O)[O-],-1%,i,6%,-1.0%,0%,1%,2%,0.0,2%
OC(COC(c1ccc(Cl)cc1)c1ccc(Cl)cc1)CN1CCN(c2ccccn2)CC1 (stereo not given),3%,i,11%,0.5%,?,?,14µM*,-3.2,-16%
Cc1ccccc1C(=O)NCCc1nnc(SCC(=O)Nc2nc(-c3ccccc3)cs2)n1C,8%,i,-3%,0.3%,9%,?,-17%,-3.6,-2%
Cc1cccc(C)c1N1C(=O)c2cccc([N+](=O)[O-])c2C1=O,0%,i,5%,5.1%,5%,-3%,5%,0.0,-3%
COc1ccc(C(C(=O)NCC2CCCO2)N(C(=O)Cn2nnc3ccccc32)c2ccccc2C(C)=O)cc1OC (stereo not given),-5%,i,0%,-1.0%,-16%,15%,5%,1.2,-2%
CCOc1ccccc1Nc1nnc(-c2cc3cc(Cl)ccc3oc2=O)s1,.,i,.,2.7%,6%,0%,10%,.,-3%
O=C1OCCN1C(=O)[C@H]1[C@H](c2ccc(F)cc2)C(c2cccc(Cl)c2)=NN1c1ccccc1,-25%,.,17%,7.5%,-11%,?,-12%,-0.1,?
